Assay outcomes from PubChem.
Statin myotox sup: suppression of simvastatin myotoxicity. rescue of ATP level, % at 7.49 µM. 330,000 compounds, 0.78% hits. C2C12 myotubes + simvastatin, ATP luminescence, 48 h; scaled: DMSO 0, geranylgeraniol control 100. AID 602340;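 active = mean ATP rescue above about 67%, or every replicate alone reaching that limit, limit read from the data, passing the limit was not always enough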;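 note: myotubes were challenged with 10 µM simvastatin during compound exposure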
CFTR F508del cor: correctors of CFTR F508del function in bronchial epithelial cells | CFBE cells, YFP halide quenching; stimulated with forskolin plus potentiator P3; % fluorescence drop versus neutral controls | activity (quench increase), % at 7.58 µM | 350,000 compounds, 0.36% hits;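 active = mean added fluorescence quench of at least 8% versus neutral control, with both replicates also reaching 8%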;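 note: cells transiently co-express mutant CFTR-F508del with the halide-sensitive YFP; corrector assay measuring rescue of mutant channel to the surface after 24 h compound exposure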
miR-122 sensor: miR-122 inhibition in Huh7 cells. Huh7 miR-122 Renilla luciferase sensor, 48 h; neutral wells = 0, positive control = 100. activation (reporter increase), % at 12.5 µM. 340,000 compounds, 0.3% hits;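 active = mean replicate activation score at least 90 and every replicate individually at or above 90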;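 note: higher luciferase means less miR-122 activity so hits act as miR-122 inhibitors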
PGC1a acetyl inh: PGC1a acetylation modulation, inhibitor mode; U2OS PGC1a acetylation, AlphaScreen anti-acetyl-lysine; with virally co-expressed GCN5 acetyltransferase; inhibition, % at 15.6 µM; 350,000 compounds, 0.17% hits;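 active = every replicate shows inhibition of at least 40%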;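 note: 0% = neutral control wells and 100% = positive control wells; some results beyond the cut were filed as inactive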
FN deposit inh: fibronectin deposition inhibition; AH1F fibroblasts, Alexa488-fibronectin deposition fluorescence, overnight; inhibition, % at 12.6 µM; 350,000 compounds, 0.086% hits; AID 743247;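 active = mean inhibition across replicates of 30% or more, regardless of how many single replicates reach that level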;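 note: positive control wells lacked labelled fibronectin entirely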
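Material: AH1F fibroblast monolayer depositing Alexa488-labelled fibronectin into matrix | Input: 10000 AH1F cells/well | Medium: DMEM plus 2% serum, read in PBS | Reagent: Alexa488-fibronectin, 24 nM final in well | Compound dosing: One dose per compound, pinned | Schedule: 1 h adhesion, overnight exposure | Measured by: Fluorescence at 485 nm excitation, 525 nm emission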
Cneo AK release: Cryptococcus neoformans lysis via adenylate kinase release; C. neoformans lysis, adenylate kinase release luminescence, 4 h; normalised: neutral wells 0, clomiphene wells 100; lysis activity, % at 15 µM; 360,000 compounds, 0.2% hits; AID 651654;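 active = mean lysis activity across replicates of at least 80%, whatever share of replicates individually reach that level; inactive = mean lysis activity below 80%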
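Assay system: Cryptococcus neoformans yeast cells / Dosing: single-point compound dose / Timing: 4 h at 37 °C static, read 1 h later / Measured by: luminescence of released adenylate kinase using an AK detection reagent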
GSIS activator: GLuc luminescence reporter in INS-1E cells, primary screen for activators of glucose-dependent secretion of insulin; INS-1E GLuc reporter insulin secretion, 2-3 h; activation, % at 16.6 µM; 370,000 compounds, 0.61% hits; AID 743287;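 active = lowest replicate activation of at least 40%, so every replicate reaches that level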;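 note: 0% = median of neutral control wells and 100% = median of IBMX positive control wells; some compounds called inactive have numbers as strong as hits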
PglD DTNB: blocks C. jejuni PglD acetyltransferase activity; AID 602405; 360,000 compounds, 0.098% hits; inhibition, % at 12.5 µM; purified PglD enzyme, DTNB colorimetric CoA detection; in the data active = inhibition above about 16%, passing the limit was not always enough; note: strong numbers were not always called active
An asterisk follows results filed as active; . = no result given; & = joins results of further samples; [ ] = dose if it differs, or a comment.

Each structure is followed by: Statin myotox sup	CFTR F508del cor	miR-122 sensor	PGC1a acetyl inh	FN deposit inh	Cneo AK release	GSIS activator	PglD DTNB
- N#Cc1ccc(Nc2nc(-c3ccccc3)cs2)cc1
 : -18	4.1	46	-10	6	-9	-1	0
- O=C(Nc1ccc(F)cc1)N1[C@H](CO)[C@@H]2c3ccccc3NC[C@@H]21
 : 28	-1.7	14[16.7 µM]	0	5	-2	-4	-2
- C/C=C/c1ccccc1[C@@H]1[C@H](C#N)N(S(=O)(=O)c2cccc(F)c2)[C@H]1CO
 : .	0.8	.	7	-14	.	-18	.
- N=c1sccn1CC(=O)Nc1ccc(S(=O)(=O)N2CCOCC2)cc1
 : 8	.	-3	0	-5	-1	.	2
- CC(C)CC(N)c1csc(Nc2cnccn2)n1 (stereo not drawn)
 : 16	1.1	-10	-7	1	0	.	-3
- CCOC(=O)C1=C(C)NC(=O)NC1c1ccc(OC)c(CN2CCOCC2)c1 (stereo not drawn)
 : 79*	.	-4	2	.	7	6	.
- CCCNC(=O)CS(=O)Cc1nc(-c2cccc(OC)c2)oc1C (stereo not drawn)
 : 11	-1.6	-2	-4	7	-2	-16	0
- CCN(CC)c1ccc(-c2nn3c(-c4cccnc4)nnc3s2)cc1
 : -63	.	5	4	10	-2	.	-1
- CC(C)NC(=O)N(C)C[C@H]1Oc2c(NC(=O)Nc3ccc4c(c3)OCO4)cccc2C(=O)N([C@H](C)CO)C[C@H]1C
 : 27	-2.6	1[16.7 µM]	-1	.	-2	19	2
- CCCC1=Nc2cc(C(=O)NCc3ccco3)ccc2Sc2ccccc21
 : .	.	8	13	-6	2	-15	6
- CCC1=C(OC(=O)N(CC)CC)N2C(=O)OC(=NCC(=O)OC)[C@]2(C)[C@H]2C1=CC[C@H]1C(=O)N(CC)C(=O)[C@H]12
 : -3	-5.4	6	-11	-5	-1	-2	0
- O=C(C1CCOCC1)N1C[C@H]2[C@@H](c3ccccc31)[C@H](CO)N2Cc1ccc(Cl)cc1
 : 31	-0.1	29[16.7 µM]	-11	.	-2	-1	-2
- CCOC(=O)c1ccccc1NC(=O)c1cccc(F)c1
 : 16	.	-12	-5	.	0	.	-10
- O=C(Nc1ccc2nc(-c3ccccc3)[nH]c2c1)c1ccco1
 : -62	.	2	-6	0	-3	-19	-5
- CC(=O)Nc1cccc(-c2ccnc3c2CC(C(=O)NCc2cccnc2)O3)c1 (stereo not drawn)
 : -10	2.1	-4	.	7	0	6	-3
- C[C@@H]1CCCCO[C@@H](CN(C)S(=O)(=O)c2ccc(F)cc2)[C@@H](C)CN([C@@H](C)CO)C(=O)c2cc(NC(=O)CCCN(C)C)ccc2O1
 : .	0.9	6[16.7 µM]	-1	-5	5	-3	-3
- COc1nc(C)ccc1-c1noc(-c2ccco2)n1
 : 13	.	-6	-21	4	-3	35	3
- CSc1ccc(S(=O)(=O)NCc2ccc(C)cc2)cc1
 : 1	.	3	-16	.	8	.	11
- CCS(=O)(=O)N1[C@H](CO)[C@H](c2ccc(C#Cc3ccccc3F)cc2)[C@@H]1C#N
 : -39	0.9	.	0	12	-4	-15	-1
- COc1ccc(CCNC(=O)CSc2nnc(-c3ccccc3)c3ccccc23)cc1OC
 : .	.	-3	-8	3	.	12	11
- O=S(=O)(c1ccccc1)c1nc(NCc2ccccc2)sc1Cl
 : .	-0.5	40	4	-3	-4	-18	-5
- Cc1ccc(OCCn2cnc3c(N)ncnc32)cc1
 : .	.	-1	20	.	1	.	-1
- N#C/C(=C\c1ccc(O)cc1)c1nc2ccccc2o1
 : .	2.2	.	-18	10	-6	-38	0
- C[C@@H]1CN([C@@H](C)CO)S(=O)(=O)c2ccc(C#CC(C)(C)O)cc2O[C@H]1CN(C)CC1CC1
 : 3	-0.6	1[16.7 µM]	-6	.	1	2	5
- CC1CCN(C(=O)Cn2c(=O)c3cccn3c3ccccc32)CC1
 : 10	0.5	1	-5	-1	0	8	-1
- CCCN1CCC(NCc2cn(C)nc2-c2ccc(Oc3ccccc3)cc2)CC1
 : -39	-8.3	-15	-34	6	.	2	.
- O=Cc1ccc(OCc2ccc3ccccc3c2)cc1
 : -1	-2.2	-7	24	8	-4	.	6
- Cc1ccccc1-c1nc(CN(Cc2c(C)nn(C)c2C)C2CC2)c(C)o1
 : 2	0.2	1	5	0	7	-24	-1
- Cc1ccc(C(=O)N2CCCC(C(F)(F)F)C2)cc1S(=O)(=O)N1CCOCC1 (stereo not drawn)
 : 3	-1.5	-11	6	-1	4	.	-5
- CN(C)C(=O)[C@@H]1[C@@H](CO)[C@@H]2Cn3c(ccc(-c4ccccc4F)c3=O)[C@H]1N2C
 : -6	0.4	6[16.7 µM]	1	.	-2	0	7
- CN(Cc1ccc2c(c1)OCCO2)C(=O)CN1C(=O)NC2(CCCCC2)C1=O
 : 3	1.1	.	.	4	1	3	4
- COc1cc(CC(=O)OCC(=O)Nc2sccc2C(N)=O)cc(OC)c1OC
 : 0	-1.5	2	6	12	1	-16	-2
- Cc1noc(C)c1NC(=O)Nc1cccc2c1O[C@H](CN(C)Cc1ccccc1)[C@@H](C)CN([C@@H](C)CO)C2=O
 : -17	1.7	5[16.7 µM]	.	.	41	-1	10
- Cn1cnnc1SC(C(=O)c1ccccc1)c1ccccc1 (stereo not drawn)
 : -22	.	1	-4	6	2	.	-11
- COc1ccc(NC(=O)Nc2ccc3c(c2)C(=O)N([C@@H](C)CO)C[C@H](C)[C@H](CN(C)C)OCCCC[C@H](C)O3)cc1
 : -7	-0.8	-6[16.7 µM]	2	.	3	1	-2
- C[C@H]1CCCCO[C@H](CN(C)C(=O)Nc2ccc3c(c2)OCO3)[C@@H](C)CN([C@@H](C)CO)C(=O)c2cc(NC(=O)NC3CCCCC3)ccc2O1
 : .	0.8	-17[16.7 µM]	-4	.	35	5	0
- C=CC[C@H]1CC(C)=C[C@H](CC=C)N1
 : .	-2.4	.	9	5	.	11	.
- O=C(C[C@H]1CC[C@H]2[C@@H](COC[C@H](O)CN2Cc2cccc(C(F)(F)F)c2)O1)NCCc1ccncc1
 : -1	-1.5	-8[16.7 µM]	0	-14	-2	-12	-4
- Cc1ccc(C=Nc2ccc(N(C)C)cc2)o1
 : -30	-1.4	1	13	.	-2	-16	-2
- COCCNCCOCCOc1ccc(Cl)c(C)c1
 : .	.	0	-15	.	-2	5	-5
- Cn1cc(CCC(=O)N2CCCC(CCC(=O)NCc3ccc(F)c(F)c3)C2)cn1 (stereo not drawn)
 : -6	-0.3	6	-5	3	.	11	.
- CCCOc1ccc2cc(C(=O)NCc3ccccc3)c(=O)oc2c1
 : 4	0.6	-1	.	-5	1	13	4
- COc1ccccc1/C=C/C(=O)OCC(=O)N1CCCCC1
 : 8	0.4	-5	0	-1	0	-13	-6
- O=C(Cc1cccc(NC(=O)C2CCN(S(=O)(=O)c3cccc([N+](=O)[O-])c3)CC2)c1)Nc1cccc(C(=O)N2CCOCC2)c1
 : -1	0.9	.	.	14	-1	-6	2
- Cc1cc(C)cc(OCC(=O)N(C)CC(=O)Nc2ccc(N3CCOCC3)cc2)c1
 : 10	0.3	-1	-11	-2	2	7	2
- CN1C(=O)c2cc(NC(=O)NCc3ccccc3)ccc2OC[C@@H]2O[C@H](CC(=O)O)CC[C@H]21
 : 1	2.6	-2[16.7 µM]	-1	-9	1	0	1
- COCC(=O)N1C[C@@H](C)[C@H](OC)CN(C)C(=O)c2cc(NC(=O)C3CCC3)ccc2OC[C@@H]1C
 : -9	2.6	.	4	-5	-1	-5	-2
- NC(=O)CCn1ccc2ccccc21
 : -9	-1.3	-8	-6	11	0	2	-1
- CCC(C)NC(=O)CSc1nnc(-c2ccc(C(C)(C)C)cc2)n1C (stereo not drawn)
 : -22	.	1	-7	4	3	.	3
- O=C(N[C@H]1CC[C@H](CCNS(=O)(=O)c2ccccc2)O[C@@H]1CO)c1cccnc1
 : 12	4.0	.	-4	.	-1	8	0
- COc1ccc(CNC(=O)CN(C)Cc2ccccc2F)cc1OC
 : 13	4.0	-1	.	7	2	44	2
- Cc1cn([C@H]2C[C@H](O)[C@@H](CCC(=O)NCCN3CCCCC3)O2)c(=O)[nH]c1=O
 : 9	-0.8	-3	2	-4	6	-3	2
- Cc1noc(C(=O)Nc2cccnc2)c1Cl
 : -8	2.5	-3	13	-6	-2	-5	.
- O=C(O)CCC(=O)OCC1CCCO1 (stereo not drawn)
 : -3	.	8	2	12	0	.	-2
- CCn1cc(S(=O)(=O)N2CCc3ccccc3C2)cn1
 : .	-1.5	.	.	-4	0	8	5
- Cc1nn(Cc2ccc(C(=O)N3CCN(C(=O)c4ccco4)CC3)o2)c(C)c1[N+](=O)[O-]
 : .	0.1	1	5	3	1	3	5
- O=C(NCCC1=CCCCC1)C1CCC(CNc2nc(=S)[nH]c3ccccc23)CC1 (stereo not drawn)
 : -45	-5.7	0	.	2	-2	-12	-1
- Cc1noc(C)c1NC(=O)N(C)C[C@H]1Oc2ccc(NS(=O)(=O)c3cn(C)cn3)cc2C(=O)N([C@@H](C)CO)C[C@H]1C
 : -16	-2.0	2[16.7 µM]	-3	.	4	8	-1
- C[C@@H]1CN([C@@H](C)CO)C(=O)CCCn2nncc2CO[C@@H]1CN(C)C(=O)Nc1cccc2ccccc12
 : 5&24	0.0&-4.1	-4	-3&0	-6&-1	0&-3	-2&8	0&-5

11 of these compounds, set out differently.
smiles	Statin myotox sup	CFTR F508del cor	miR-122 sensor	PGC1a acetyl inh	FN deposit inh	Cneo AK release	GSIS activator	PglD DTNB
CCC(C)NC(=O)CSc1nnc(-c2ccc(C(C)(C)C)cc2)n1C (stereo not drawn)	-22	.	1	-7	4	3	.	3
O=C(N[C@H]1CC[C@H](CCNS(=O)(=O)c2ccccc2)O[C@@H]1CO)c1cccnc1	12	4.0	.	-4	.	-1	8	0
COc1ccc(CNC(=O)CN(C)Cc2ccccc2F)cc1OC	13	4.0	-1	.	7	2	44	2
Cc1cn([C@H]2C[C@H](O)[C@@H](CCC(=O)NCCN3CCCCC3)O2)c(=O)[nH]c1=O	9	-0.8	-3	2	-4	6	-3	2
Cc1noc(C(=O)Nc2cccnc2)c1Cl	-8	2.5	-3	13	-6	-2	-5	.
O=C(O)CCC(=O)OCC1CCCO1 (stereo not drawn)	-3	.	8	2	12	0	.	-2
CCn1cc(S(=O)(=O)N2CCc3ccccc3C2)cn1	.	-1.5	.	.	-4	0	8	5
Cc1nn(Cc2ccc(C(=O)N3CCN(C(=O)c4ccco4)CC3)o2)c(C)c1[N+](=O)[O-]	.	0.1	1	5	3	1	3	5
O=C(NCCC1=CCCCC1)C1CCC(CNc2nc(=S)[nH]c3ccccc23)CC1 (stereo not drawn)	-45	-5.7	0	.	2	-2	-12	-1
Cc1noc(C)c1NC(=O)N(C)C[C@H]1Oc2ccc(NS(=O)(=O)c3cn(C)cn3)cc2C(=O)N([C@@H](C)CO)C[C@H]1C	-16	-2.0	2[16.7 µM]	-3	.	4	8	-1
C[C@@H]1CN([C@@H](C)CO)C(=O)CCCn2nncc2CO[C@@H]1CN(C)C(=O)Nc1cccc2ccccc12	5&24	0.0&-4.1	-4	-3&0	-6&-1	0&-3	-2&8	0&-5
